hIAP act – human IAP activators, primary screen, biochemical, luminescence, uHTS; Intestinal-type alkaline phosphatase (Homo sapiens), P09923; purified human IAP, CDP-Star luminescence, 30 min; active compounds read high; 1 = vehicle-only enzyme, 0 = enzyme-free background; activation factor at 10 µM; 330,000 tested, 0.16% active; AID 2524, 2010;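 active means activation factor of the enzyme at least 2-fold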; further: the source names both 10 and 20 µM as test concentration; values of inactives mirror those of a sister screen read the other way
Target sequence (P09923 whole entry, looked up): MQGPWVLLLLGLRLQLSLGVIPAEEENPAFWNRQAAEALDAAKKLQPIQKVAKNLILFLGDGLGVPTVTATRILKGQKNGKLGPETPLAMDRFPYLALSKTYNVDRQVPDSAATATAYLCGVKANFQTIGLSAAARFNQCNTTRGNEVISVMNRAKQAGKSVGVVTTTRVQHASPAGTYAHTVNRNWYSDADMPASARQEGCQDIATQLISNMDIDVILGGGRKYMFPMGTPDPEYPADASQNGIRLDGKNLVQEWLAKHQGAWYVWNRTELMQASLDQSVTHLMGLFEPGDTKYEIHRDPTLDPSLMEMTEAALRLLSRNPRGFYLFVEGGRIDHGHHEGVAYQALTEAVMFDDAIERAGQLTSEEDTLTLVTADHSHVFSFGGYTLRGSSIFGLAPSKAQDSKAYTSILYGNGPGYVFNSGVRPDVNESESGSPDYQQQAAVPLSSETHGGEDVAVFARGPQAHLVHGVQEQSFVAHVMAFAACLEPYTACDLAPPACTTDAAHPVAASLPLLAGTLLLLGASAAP
hIAP inh – human IAP inhibitors, primary screen, biochemical, luminescence, uHTS | Intestinal-type alkaline phosphatase (Homo sapiens), P09923 | purified IAP, CDP-Star luminescence, 30 min | inhibition, % at 10 µM | 330,000 tested, 0.12% active;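 active means inhibition reaching a set limit with compound at 10 µM in the primary screen, cut at about 35% in these data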;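 further: plate controls were DMSO wells with enzyme for no effect and no-enzyme buffer wells for full effect; values of inactives mirror those of a sister screen read the other way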
mIAP act – activators of mouse IAP, primary screen, biochemical, luminescence, uHTS. intestinal alkaline phosphatase [Mus musculus]. muIAP, CDP-Star luminescence, 30 min; active compounds read high; 1 = vehicle-only enzyme signal, 0 = enzyme-free wells. activation factor at 10 µM. 330,000 tested, 0.24% active. AID 2805, 2010;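 active means activation factor of at least 2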; further: the source names both 10 and 20 µM as test concentration; values of inactives mirror those of a sister screen read the other way
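Assay system: mouse IAP enzyme / Compound: DMSO-dissolved test compounds / Timing: 30 min, room temperature / Measured by: luminescence from enzymatic CDP-Star hydrolysis / Control set: DMSO-only wells, enzyme-free buffer wells as negative control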
APOBEC3G inh – APOBEC3G DNA deaminase inhibitors, primary screen, biochemical, fluorescence, single-stranded DNA substrate, uHTS. 330,000 tested, 0.28% active. inhibition, % at 20 µM. DNA dC->dU-editing enzyme APOBEC-3G (Homo sapiens), Q9HC16. recombinant A3G, ssDNA deamination FAM/TAMRA fluorescence;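 active means inhibition of at least 40% at 20 µM, with no more than 30% in the related APOBEC3A deaminase screen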;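 further: plate controls were DMSO wells with A3G for no effect and wells lacking A3G enzyme for full effect; some compounds called inactive have numbers as strong as hits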
Target sequence (Q9HC16 whole entry, looked up): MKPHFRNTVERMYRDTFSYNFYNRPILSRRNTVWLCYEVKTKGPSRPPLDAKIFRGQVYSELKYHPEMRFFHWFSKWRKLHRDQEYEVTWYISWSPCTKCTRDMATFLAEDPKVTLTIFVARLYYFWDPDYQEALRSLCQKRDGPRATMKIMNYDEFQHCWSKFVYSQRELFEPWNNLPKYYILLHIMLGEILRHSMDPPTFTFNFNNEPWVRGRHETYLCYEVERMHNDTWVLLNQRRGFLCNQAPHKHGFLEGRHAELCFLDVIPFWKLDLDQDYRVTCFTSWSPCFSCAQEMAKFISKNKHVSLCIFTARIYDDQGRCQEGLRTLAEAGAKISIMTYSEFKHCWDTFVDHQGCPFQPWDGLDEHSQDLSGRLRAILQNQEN
APOBEC3A inh – APOBEC3A ssDNA deaminase inhibitors, primary screen, selectivity assay for APOBEC3G inhibitor project, biochemical, FAM/TAMRA oligo cleavage fluorescence | recombinant A3A, FAM/TAMRA ssDNA deamination fluorescence | inhibition, % at 20 µM | 330,000 tested, 0.41% active;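 active means at least 40% inhibition at 20 µM here, with at most 30% in a related deaminase screen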;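 further: plate controls were A3A with DMSO for no effect and wells lacking A3A enzyme for full effect; some results filed as inactive read as strong as hits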
mIAP inh – inhibitors of mouse IAP, primary screen, biochemical, luminescence, uHTS; intestinal alkaline phosphatase [Mus musculus]; purified mouse IAP, CDP-Star luminescence, 30 min; inhibition, % at 10 µM; 330,000 tested, 0.2% active; AID 2806, 2010;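 active means inhibition of at least 40% at 10 µM in the primary screen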;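 further: plate controls were DMSO with enzyme for no effect and no enzyme wells for full effect; values of inactives mirror those of a sister screen read the other way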
MPTP inh – mitochondrial permeability transition pore inhibitors, primary screen, biochemical, isolated mouse mitochondria, absorbance; inhibition, % at 10 µM; 360,000 tested, 1.4% active; Ca2+ swelling absorbance, 30 min;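 active means inhibition of 50% or more, scaled per plate between neutral and stimulator controls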;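 further: 0% = DMSO wells given calcium and 100% = 1 mM EGTA wells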
ATG4B inhibitor – ATG4B protease inhibitors, primary screen, biochemical, fluorescence, uHTS. Cysteine protease ATG4B (Homo sapiens), Q9Y4P1. ATG4B cleavage of LC3-PLA2, NBD-HPC fluorescence, 1 h. inhibition, % at 8.33 µM. 340,000 tested, 0.51% active; in the data active means inhibition above about 40%
beta cell repl – inducers of MIN6 beta-cell proliferation, primary screen, ATP luminescence, uHTS; MIN6 cells proliferation, ATPlite luminescence, 48 h; cells starved in 0.2% serum; 100% = growth in 10% serum; proliferation, % at 10 µM; 330,000 tested, 0.29% active; AID 2380, 2010;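 active means compounds whose signal lies at least 3.5 SD above the mean of all wells on their plate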;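 further: 0% = DMSO-treated cells in low-serum medium and 100% = 10% serum control; some compounds called inactive have numbers as strong as hits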
Numbers without * were called inactive; . = not tested or not shown.

SMILES	hIAP act	hIAP inh	mIAP act	APOBEC3G inh	APOBEC3A inh	mIAP inh	MPTP inh	ATG4B inhibitor	beta cell repl
CCOc1ccccc1-c1nc(-c2cccc(Br)c2)no1	0.91	9	0.96	-1	1	4	2.4	-13	-3
Cc1ccsc1/C=C/c1ccc2ccccc2n1	0.95	5	0.89	-3	1	11	-1.8	10	-4
Cc1ccc(C(=O)NCC(c2ccc(F)cc2)N2CCOCC2)s1 (centres undefined)	0.98	2	1	-5	-3	-3	-0.5	-13	1
CC(C)Oc1ccccc1C1CC(=O)Nc2c1c(=O)n(C)c(=O)n2C (centres undefined)	0.98	2	1.2	-4	-2	-18	.	.	-2
Cc1cc(C(=O)COC(=O)c2ccc(NC(=O)CC#N)cc2)c(C)n1C1CC1	1.1	-7	0.97	-9	-4	3	-1.7	-14	-2
Cc1ccc(N)cc1O	0.95	5	1	-1	-2	-1	0.0	4	-2
Cc1nnc(C)n1/N=C/c1cccc([N+](=O)[O-])c1	1.3	-26	0.98	-2	2	2	-0.5	6	0
CC(NC(=O)c1ccc(OC2CCN(C(=O)c3cccnc3)CC2)cc1)C1CC1 (centres undefined)	0.83	17	1	2	0	-4	-2.1	12	1
COc1ccc(C(=O)NCCCNC(=O)c2ccccn2)cc1	0.92	8	0.98	-1	3	2	0.3	-9	3
C=CCN(CC(=O)NC1CCS(=O)(=O)C1)S(=O)(=O)c1ccccc1C(F)(F)F (centres undefined)	1.1	-15	1.2	3	-1	-16	-0.5	0	-1
O=C(NC1CC1)C1CCN(C2CCN(C(=O)c3ccc4cccc(F)c4n3)CC2)CC1	1	-4	1	-1	-6	-5	-0.1	3	-3
Cc1ccc(-c2csc(N(Cc3ccco3)C(=O)c3cccs3)n2)cc1	0.98	2	0.9	-1	-4	10	1.9	3	-4
CCOC(=O)C1=C(C)NC2=C(C(=O)CC(C)(C)C2)C1c1coc2ccccc2c1=O (centres undefined)	1	-1	1.1	-7	-3	-6	1.7	-10	-1
CCc1c(C)sc(NC(NC(C)=O)(C(=O)OC)C(F)(F)F)c1C#N (centres undefined)	0.96	4	1	-6	0	-4	-0.5	-7	1
Clc1ccc(C2[C@H]3CN(Cc4ccc(-c5ccccc5)cc4)[C@H](c4ccccc4)C34CC2(c2cccnc2)C4)cn1 (some centres undefined)	1	-3	0.99	-5	0	1	.	.	-5
COc1ccc(NC2CCCN(C(=O)c3ccncc3)C2)cc1 (centres undefined)	1.1	-12	1	-1	-2	0	0.0	-1	4
Cc1ccc(/C=C/C(=O)OCC(=O)NCCN2C(=O)CSC2=O)o1	1.1	-10	0.95	-4	-4	5	-0.7	6	-2
O=C(O)c1nn(-c2ccccc2)ccc1=O	1	-3	1.1	-1	-2	-8	13	1	2
O=C1CCC(C(=O)Nc2ccccc2)N1 (centres undefined)	0.8	20	0.84	-4	-4	16	0.3	2	0
CN1CCC(NCCC(c2ccc(F)cc2)c2ccc(Cl)cc2)CC1 (centres undefined)	0.97	3	1.1	-3	0	-6	3.5	-2	-4
Cc1c(Cl)cccc1NC(=S)NN1CCOCC1	0.94	6	1	-7	0	-2	-1.8	-9	-3
O=C(NC1CCN(S(=O)(=O)c2ccccc2F)CC1)c1ccco1	0.99	1	0.94	-2	2	6	0.4	4	0
O=C(c1cccc(C(=O)N2CCN(c3ccccc3F)CC2)n1)N1CCN(c2ccccc2F)CC1	0.97	3	0.97	-1	-1	3	0.5	-3	2
S=C(NC1CCCC1)N1CCN(c2ncccn2)CC1	0.89	11	0.96	-5	-3	4	0.5	-5	-4
CCOC(=O)c1c(CC(C)C)csc1NC(=O)COC(=O)c1ccc(O)cc1	1.1	-10	0.93	-4	2	7	7.9	-1	-8
O=C(CSc1nnc(-c2ccco2)o1)Nc1c(F)cccc1F	1	-4	0.85	3	3	14	-1.3	-3	0
CCN(CC)C(=O)Cn1c(C)c(/C=C/c2cc[n+](C)cc2)c2ccccc21	0.9	10	0.87	17	64*	13	-0.4	3	5
CCOc1ccc2nc(SCC(=O)N3CCN(C(=O)c4ccco4)CC3)sc2c1	1.1	-11	1	-5	-4	0	-0.8	4	4
Cc1ccccc1N(CC(=O)NC1CCCCC1)C(=O)CCCC(=O)Nc1ccccn1	1	0	1	-4	-2	-2	-1.1	-14	0
N#CCC(=N)N1CCN(c2ccc(Cl)cc2)CC1	1.6	-64	0.96	-12	-6	4	1.5	-2	-2
COCCNC(=S)NCCCNc1nc2cc3c(cc2cc1C#N)OCO3	0.98	2	1	-6	-4	-3	-0.1	-12	-2
COc1ccc(-c2c(C#CC(C)(C)O)c3ccccc3n2C)cc1	0.94	6	1.1	-7	-3	-14	1.6	-3	-6
CC(=O)NC(Cc1c[nH]c2ccccc12)C(=O)NCCc1ccccn1 (centres undefined)	1.1	-11	1.1	-3	-1	-8	-2.4	3	3
Cc1ccccc1CS(=O)(=O)c1nnc([C@H](CC(C)C)NC(=O)OC(C)(C)C)o1	0.93	7	1	-1	1	-2	75*	1	-5
Cn1c(O)c(/C=N/NC(=O)c2cc3ccccc3cc2O)c2ccccc21	2	-97	0.8	-15	-8	20	7.9	32	-4
COc1ccccc1N(C(=O)c1ccco1)C(C(=O)NC1CCCC1)c1cccnc1 (centres undefined)	1.3	-25	1.1	-2	-4	-7	1.2	-7	-4
CCN(C(=O)[C@@H]1CCCN1C(=O)c1cccs1)c1nc2cc(Cl)ccc2s1	1	-5	0.96	-8	-1	4	0.3	7	-4
O=C(COC(=O)C1=COCCO1)NC1CCCCCCC1	1	0	0.99	-4	0	0	-0.8	-8	-2
COc1ccc(NC(=S)NC2CC3CCC(C2)N3Cc2ccco2)cc1 (centres undefined)	1.1	-6	1.1	-9	-2	-14	0.4	4	5
Cc1ccc(-c2nc3sc(C#N)c(N)n3c(=O)c2C#N)cc1	0.95	5	0.84	16	3	16	-0.5	2	-3
CCOC(=O)N1CCN(CC(=O)Nc2ccc(C)cc2)CC1	1.1	-6	1.1	1	0	-9	1.4	-15	-4
CC(C)CC(=O)NS(=O)(=O)c1ccc(NS(C)(=O)=O)cc1	0.93	7	1.1	-10	3	-7	0.2	6	-2
CCOc1ccc(N2CC(C(=O)NCc3ccccn3)CC2=O)cc1 (centres undefined)	0.93	7	0.96	-15	-4	4	1.4	3	0
Cc1cccc(NC(=O)N2CCCC(CNC(=O)c3ccccc3Cl)C2)c1C (centres undefined)	0.92	8	0.92	-6	-4	8	1.3	2	-3
CC(=O)c1ccc(N2CCN(C(=S)Nc3ccc(Cl)c(Cl)c3)CC2)cc1	1.1	-9	1.1	-2	-2	-6	94*	-4	-4
CC(=O)N1c2ccccc2C2(C)C(C1(C)C)C2(Cl)Cl (centres undefined)	0.91	10	1.1	-4	1	-8	5.0	0	5
Cc1cccn2c(=O)nc(SCC(=O)NCc3ccc(F)cc3)nc12	1.1	-10	0.97	-10	-1	3	-0.1	0	-1
CCN(CC)S(=O)(=O)c1ccc(N2CCOCC2)c(NC(=O)CNCCc2ccccc2)c1	1	-2	1	-5	-3	0	0.5	-2	-2
O=C(NCc1ccc(F)cc1)c1ccc(N2CCc3ccccc32)c([N+](=O)[O-])c1	1	0	0.75	1	0	25	12	25	-3
COc1ccc([C@@H]2CC=C(C(=O)O)[C@H](c3ccc(Cl)cc3)N2S(=O)(=O)c2ccc(C)cc2)cc1OC	0.97	3	0.97	-8	-4	3	-0.8	-3	-5
CCCCn1c(=O)c2c(c3ccccc31)OCC(=O)N2	1.1	-14	1	2	-5	-1	.	.	0
COC(=O)c1ccccc1OCCCOc1ccc(C)cc1OC	0.87	13	1.1	-1	-3	-7	.	.	1
O=C(Nc1ccc(N2CCCCC2)c(Cl)c1)c1ccc2c(c1)OCCO2	0.91	9	1.1	-1	-1	-14	3.7	1	-3
CSc1ncccc1C(=O)NNC(=O)c1ccc(NS(=O)(=O)c2cccs2)cc1	1.1	-12	0.89	-11	-1	11	-0.3	7	-2
C=C(C)Cn1c(-c2ccncc2)n[nH]c1=S	1	-1	1.1	-7	-3	-8	-1.4	-8	-1
O=C(NCc1ccccc1)c1cc[n+](Cc2ccccc2)cc1	0.94	6	1.1	13	-4	-6	-0.9	7	-3
CC(C)c1ccc(NC(=O)CSc2nc3ccsc3c(=O)n2CCC(=O)O)cc1	1	-4	1.1	3	1	-7	1.3	6	-1
COc1ccc(C(=O)O/N=C(\N)c2ccccc2Cl)cc1OC	0.94	6	0.98	-7	-4	2	-1.4	7	-4
CS(=O)(=O)NCc1ccc(C(=O)NCCOc2ccccc2)cc1	1	-4	0.79	0	6	21	-1.4	16	-1
CC1CC(C)(C)NC(=S)N1CC(=O)N1CCN(Cc2ccc3c(c2)OCO3)CC1 (centres undefined)	0.98	2	1	-6	10	-1	0.0	-3	-4

With a hit mark in APOBEC3A inh, of those listed so far:
| compound | hIAP act | hIAP inh | mIAP act | APOBEC3G inh | APOBEC3A inh | mIAP inh | MPTP inh | ATG4B inhibitor |
| --- | --- | --- | --- | --- | --- | --- | --- | --- |
| CCN(CC)C(=O)Cn1c(C)c(/C=C/c2cc[n+](C)cc2)c2ccccc21 | 0.9 | 10 | 0.87 | 17 | 64* | 13 | -0.4 | 3 |

Next part.
SMILES	hIAP act	hIAP inh	mIAP act	APOBEC3G inh	APOBEC3A inh	mIAP inh	MPTP inh	ATG4B inhibitor	beta cell repl
Nc1c(C(=O)O)cnn1-c1ccc([N+](=O)[O-])cc1	0.99	0	0.98	-6	-4	2	-2.2	-12	1
O=c1[nH]cnc2c1nnn2Cc1ccccc1	1.1	-9	1	-7	-3	-3	-1.0	3	2
COC(=O)C1=NN(c2ccc(C)cc2)C2(S1)SC(C(C)=O)=C(C)N2c1ccccc1 (centres undefined)	1	-1	1	0	2	-3	3.0	-2	-4
O=C(O)CC(=O)Nc1ccccc1	1	-2	1.1	-2	2	-6	-0.3	-13	0
CCCC(=O)Nc1cc(C(=O)O)ccc1Sc1ccccc1	0.9	10	0.93	-3	3	7	1.0	-3	3
CN(CC(=O)Nc1ccccc1C(F)(F)F)C(=O)CSCc1ccc(Cl)c(Cl)c1	1	-3	0.91	-3	-3	9	-1.1	12	-1
Cc1sc2ncnc(SCC(=O)NC(=O)NCc3ccco3)c2c1C	1.1	-10	1	16	20	-3	1.1	-4	-4
CCOc1cc(/C=C2/NC(=O)N(CC(=O)Nc3cccc(C)c3)C2=O)ccc1OC	1.2	-15	0.98	-1	-13	2	1.0	2	-3
CCOC(=O)N1CCC(N(CCN(C)C)C(=S)Nc2cccc(Cl)c2)CC1	0.86	14	0.95	-6	-4	5	2.5	-6	-4

Compound activity deposited in PubChem by Sanford-Burnham Center for Chemical Genomics.
